# N370S GC – qHTS Assay for Inhibitors and Activators of N370S glucocerebrosidase as a Potential Chaperone Treatment of Gaucher Disease. Lysosomal acid glucosylceramidase (Homo sapiens), P04062. N370S GC spleen homogenate, 4MU-glucoside fluorescence. Potency, µM (series often up to 59.4 µM), inactives show at the top dose activity change, negative = inhibition, actives largely listed as inhibitors. actives 0.092% (n = 330,000). AID 2101, 2009;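 also: 0% = full enzyme activity and -100% = no enzyme basal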
# FEN1 inh – qHTS Assay for the Inhibitors of Human Flap endonuclease 1 (FEN1). AID 588795, 2011. Potency, µM (top dose mostly 114 µM), for inactives: at the highest dose activity change, negative = inhibition, actives largely listed as inhibitors. P39748. actives 0.35% (n = 390,000). Recombinant FEN1 flap cleavage, fluorescence, 15 min; also: nearly all actives have a fitted effect of over 65% in size
# Target sequence (P39748 whole entry, looked up): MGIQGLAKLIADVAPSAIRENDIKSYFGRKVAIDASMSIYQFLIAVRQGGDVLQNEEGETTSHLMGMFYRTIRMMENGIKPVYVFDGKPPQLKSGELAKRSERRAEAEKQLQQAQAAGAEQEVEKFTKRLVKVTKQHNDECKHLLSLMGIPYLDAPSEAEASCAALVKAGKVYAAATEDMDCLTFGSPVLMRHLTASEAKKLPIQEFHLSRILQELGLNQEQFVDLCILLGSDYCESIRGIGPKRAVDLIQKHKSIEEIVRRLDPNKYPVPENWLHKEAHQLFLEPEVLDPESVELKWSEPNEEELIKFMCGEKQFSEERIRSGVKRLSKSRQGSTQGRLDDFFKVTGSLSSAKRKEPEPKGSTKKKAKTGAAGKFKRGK
#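 FEN1 at 10 nM, compound pretreatment for 15 min (room temperature), 50 nM final substrate to initiate; endpoint reads at 0 and 15 min; DMSO-only plates used as vehicle background.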
# TDP1 block – qHTS Assay for Inhibitors of Tyrosyl-DNA Phosphodiesterase (TDP1) | Tyrosyl-DNA phosphodiesterase 1 (Homo sapiens), Q9NUW8 | recombinant TDP1, AlphaScreen DNA substrate cleavage | Potency, µM (top dose mostly 130 µM), inactives show at the top dose activity change, negative = inhibition, most hits filed as inhibitors | actives 0.28% (n = 350,000) | AID 485290, 2010; also: nearly all actives have a fitted effect of over 40% in size
# Target sequence (Q9NUW8 whole entry, looked up): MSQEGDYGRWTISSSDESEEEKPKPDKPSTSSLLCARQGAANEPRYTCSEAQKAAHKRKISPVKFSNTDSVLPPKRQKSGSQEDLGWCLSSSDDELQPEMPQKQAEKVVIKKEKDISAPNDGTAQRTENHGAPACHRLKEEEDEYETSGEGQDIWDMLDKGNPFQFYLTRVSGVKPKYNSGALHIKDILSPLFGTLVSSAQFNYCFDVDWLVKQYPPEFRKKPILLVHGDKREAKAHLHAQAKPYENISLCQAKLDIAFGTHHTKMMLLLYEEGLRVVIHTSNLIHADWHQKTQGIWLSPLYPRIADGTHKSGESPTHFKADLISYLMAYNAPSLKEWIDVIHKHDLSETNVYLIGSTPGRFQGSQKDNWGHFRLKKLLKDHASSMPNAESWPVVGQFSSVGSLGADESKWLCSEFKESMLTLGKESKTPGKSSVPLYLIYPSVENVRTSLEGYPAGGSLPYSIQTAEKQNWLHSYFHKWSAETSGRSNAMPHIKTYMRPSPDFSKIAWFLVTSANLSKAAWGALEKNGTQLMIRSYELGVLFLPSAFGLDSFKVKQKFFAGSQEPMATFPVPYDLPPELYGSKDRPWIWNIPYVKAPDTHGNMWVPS
#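 Enzyme-compound mixtures sat 15 min at room temperature, followed by a 5 min reaction with 15 nM final substrate and 10 min with AlphaScreen beads. Recombinant human Tdp1 was used at 1 nM final.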
# Active calls of the source: *; ? = inconclusive; · = not tested or not shown; & = joins results of further samples; [ ] = dose if it differs, or a comment. Calls follow the shape of the dose curve; as a rule, active = well fitted curve in the direction sought with a large enough effect; inconclusive = small, poorly fitted or top-dose-only effect, or another doubt; inactive = no such curve, though single readings can be large; an effect the other way counts as inactive or inconclusive. Unless noted, % is scaled to controls: 0 for no effect and ±100 for the full control effect; potency is read from the fitted curve at half-maximal effect.
no. | Structure | N370S GC | FEN1 inh | TDP1 block
1 | C=CCn1c(SCC(=O)Nc2ccc3c(c2)OCCO3)nnc1-c1ccco1 | -7% | 3% | 2%
2 | CCOC(=O)C1=C(C)NC(=O)NC1/C=C/c1ccccc1OC (stereo not drawn) | -24% | 1% | 0%
3 | Cc1cccc(NC(=O)c2c(C)oc3ncnc(N4CCCCC4)c23)c1C | · | -3% | 0%
4 | CC(=O)c1ccc(NC(=O)COc2ccccc2-c2nc(C(C)C)no2)cc1 | · | 17% | -3%
5 | CC(/C=C/c1ccc(OCc2ccccc2)cc1)=N\O | 1% | -8% | 6%
6 | Cc1ccc(Cl)cc1N1CCN(C(=O)CCS(=O)(=O)c2ccc3c(c2)oc(=O)n3C)CC1 | · | -10% | -4%
7 | O=S(=O)(NCCc1csc(-c2cccnc2)n1)c1ccc2c(c1)OCCO2 | 7% | 6% | 3%
8 | O=[N+]([O-])C(/C=C(\Cl)[N+](=O)[O-])=C1N(Cc2ccc(Cl)nc2)CCN1Cc1ccc(Cl)nc1 | 15% | -2% | 8%
9 | O=C(CO/N=C\c1ccccc1)Nc1ccccc1C(=O)N1CCOCC1 | 5% | 2% | 3%
10 | C[C@H]1Cc2c(COc3ccccc3)nc3c(c2CO1)CN(C(=O)c1ccco1)CC3 | 3%[12.8 µM] | · | 15%[12.3 µM]
11 | Cc1cc(C(=O)N2CCCc3ccccc32)ccc1[N+](=O)[O-] | -2% | -6% | ·
12 | CCOC(=O)C1CCN(C(=O)c2cc3c(=O)n4ccccc4nc3n2C)CC1 | ? | -5% | -4%
13 | O=C(c1cc(=O)c2ccccc2o1)N1CCN(c2ccccc2)CC1 | 14% | -12% | 5%
14 | COc1ccc(-n2c(SCC(=O)N/N=C(\C)c3cccnc3)nc3ccccc3c2=O)cc1 | -9% | 8% | ·
15 | COc1ccc(/C=N/NC(=O)c2cc(C)oc2C)cc1OCc1ccccc1 | 7% | 6% | 11%
16 | O=C(Nc1cccc(Cl)c1Cl)C1CCN(c2ncccn2)CC1 | 1% | 5% | 2%[56.1 µM]
17 | COc1ccc(C(=O)C2CCCN(Cc3nc4ccccc4nc3C)C2)cc1OC (stereo not drawn) | -10% | 1% | ·
18 | Cc1ccc(N(CC(=O)NCc2ccc3c(c2)OCO3)S(=O)(=O)c2c(C)noc2C)cc1 | -6% | 1% | -4%
19 | CC(=O)c1cccc(NC(=O)C(Cc2ccccc2)NS(=O)(=O)c2ccc(Br)s2)c1 (stereo not drawn) | · | 13% | -8%
20 | CC1(C)CC(=O)C2=C(C1)OC1=C(C(=O)CC(C)(C)C1)C2c1ccc(O)cc1O | -6% | -14% | -8%
21 | Cc1nc(N2CCCC2)ncc1C(=O)NCc1ccc(F)cc1 | · | -3% | 1%
22 | O=S(=O)(c1ccccc1)c1nc(Cc2ccccc2)oc1N1CCOCC1 | -19% | 6% | ·
23 | CCOC(=O)c1ccccc1NC(=O)c1ccc2c(Cl)c3c(nc2c1)CCC3 | · | -2% | 4%
24 | CCOc1cc(/C=C2/C(=N)N3C(=NC2=O)SN=C3S(C)(=O)=O)ccc1OS(=O)(=O)c1ccccc1 | -22% | -30% | -8%
25 | c1ccc(C2c3[nH]c4ccccc4c3CCN2Cc2cccn2-c2ccccn2)nc1 (stereo not drawn) | 8% | 1% | 11%

# Other records follow.
no. | Structure | N370S GC | FEN1 inh | TDP1 block
26 | COc1ccc(NC(=S)Nn2cnnc2)c(OC)c1 | -2% | -10% | 8%
27 | O=C(O)CN1CCN(CC(=O)O)CCN(CC(=O)O)CCN(CC(=O)O)CC1 | -7% | -2% | ·
28 | N#Cc1ccccc1CSc1nc2ncc(Br)cc2[nH]1 | 18% | 8% | 0%&-1%
29 | O=C(COC(=O)c1ccc(S(=O)(=O)NCc2ccco2)cc1)NC1CCCCCC1 | 4% | 12% | ?
30 | O=C(COC(=O)c1cccs1)Nc1cccc(Cl)c1 | · | -8% | 0%
31 | C=CCNc1cc(F)ccc1S(=O)(=O)NCC=C | · | -7% | 0%[56.1 µM]
32 | O=C(CCN1C(=O)C2C3C=CC(C3)C2C1=O)N1CCCCC1 (stereo not drawn) | -15% | 5% | -14%
33 | COc1cccc2sc(=NC(=O)CS(=O)(=O)c3ccc(F)cc3)n(C)c12 | -12% | -5% | ·
34 | COc1cccc2c1Oc1ncccc1N(c1ccc(C(=O)NCc3ccccc3C)s1)C2 | · | -3% | 3%
35 | COc1nc(N2CCCCCC2)nc(N2CCCCCC2)n1 | 19% | -11% | -2%
36 | CCOc1ccc(-c2n[nH]c(C)c2-c2ccccn2)c(O)c1 | 2% | 13% | -3%
37 | C(=N\Nc1nc(Nc2ccccc2)nc(N2CCOCC2)n1)/c1c[nH]c2ccccc12 | -7% | ? | 7%
38 | O=C(N/N=C/c1ccc2c(c1)OCO2)c1ccc(COc2cccc3cccnc23)cc1 | -5% | -3% | 3%
39 | COC(=O)CS(=O)(=O)c1cc([N+](=O)[O-])ccc1NC(=O)OC | -8% | 17% | 4%
40 | Cc1nnc(SCc2ccc(F)cc2Cl)s1 | -22% | -3% | -4%
41 | O=C(CCCO)CCCCCCCCC[C@H]1N[C@H](CO)[C@@H](O)[C@@H]1O | ? | -5% | 0%
42 | CC(=O)Nc1ccc(NC(=O)CSc2nnc(C3CC3)n2-c2ccccc2)cc1 | · | 19% | 0%
43 | CCCCn1c(N)c(N(CCOC)C(=O)c2cccc(S(=O)(=O)N(C)c3ccccc3)c2)c(=O)[nH]c1=O | -1% | -10% | -1%
44 | O=C(Nc1cc(Br)c(O)c(Br)c1)c1cccc(NC(=O)c2ccco2)c1 | -4% | -20% | ·
45 | CC(=O)c1ccc(NC(=O)CCCSc2nc(-c3ccco3)cc(C(F)(F)F)n2)cc1 | · | -4% | 2%
46 | Cc1ccc(OCC(=O)Nc2ccc(Cl)c(-c3nc4ncccc4o3)c2)c(C)c1 | · | 5% | 5%
47 | Cc1ccc2c(CC(=O)N3CCN(c4ccccc4)CC3)coc2c1 | 7% | -11% | 9%
48 | Cc1cc(C)c(NC(=O)c2c(C)oc3c2C2=NCCN2C=N3)c(C)c1 | · | 9% | 1%
49 | CCOC(=O)N1CCN(C(=S)NC(=O)c2cncc(Br)c2)CC1 | 1% | -1% | 0%
50 | OCC1(Cc2ccccc2Cl)CCN(C/C=C/c2ccccc2)CC1 | -24% | -1% | 3%

# Arranged by heavy-atom count (highest first): some entries from above
no. | Structure | N370S GC | FEN1 inh | TDP1 block
43 | CCCCn1c(N)c(N(CCOC)C(=O)c2cccc(S(=O)(=O)N(C)c3ccccc3)c2)c(=O)[nH]c1=O | -1% | -10% | -1%
24 | CCOc1cc(/C=C2/C(=N)N3C(=NC2=O)SN=C3S(C)(=O)=O)ccc1OS(=O)(=O)c1ccccc1 | -22% | -30% | -8%
34 | COc1cccc2c1Oc1ncccc1N(c1ccc(C(=O)NCc3ccccc3C)s1)C2 | · | -3% | 3%
38 | O=C(N/N=C/c1ccc2c(c1)OCO2)c1ccc(COc2cccc3cccnc23)cc1 | -5% | -3% | 3%
45 | CC(=O)c1ccc(NC(=O)CCCSc2nc(-c3ccco3)cc(C(F)(F)F)n2)cc1 | · | -4% | 2%
29 | O=C(COC(=O)c1ccc(S(=O)(=O)NCc2ccco2)cc1)NC1CCCCCC1 | 4% | 12% | ?
42 | CC(=O)Nc1ccc(NC(=O)CSc2nnc(C3CC3)n2-c2ccccc2)cc1 | · | 19% | 0%
27 | O=C(O)CN1CCN(CC(=O)O)CCN(CC(=O)O)CCN(CC(=O)O)CC1 | -7% | -2% | ·
44 | O=C(Nc1cc(Br)c(O)c(Br)c1)c1cccc(NC(=O)c2ccco2)c1 | -4% | -20% | ·
47 | Cc1ccc2c(CC(=O)N3CCN(c4ccccc4)CC3)coc2c1 | 7% | -11% | 9%
41 | O=C(CCCO)CCCCCCCCC[C@H]1N[C@H](CO)[C@@H](O)[C@@H]1O | ? | -5% | 0%
49 | CCOC(=O)N1CCN(C(=S)NC(=O)c2cncc(Br)c2)CC1 | 1% | -1% | 0%
36 | CCOc1ccc(-c2n[nH]c(C)c2-c2ccccn2)c(O)c1 | 2% | 13% | -3%
28 | N#Cc1ccccc1CSc1nc2ncc(Br)cc2[nH]1 | 18% | 8% | 0%&-1%
26 | COc1ccc(NC(=S)Nn2cnnc2)c(OC)c1 | -2% | -10% | 8%
31 | C=CCNc1cc(F)ccc1S(=O)(=O)NCC=C | · | -7% | 0%[56.1 µM]
40 | Cc1nnc(SCc2ccc(F)cc2Cl)s1 | -22% | -3% | -4%

# Other structures.
no. | Structure | N370S GC | FEN1 inh | TDP1 block
51 | CC(C)c1nnc(NC(=O)c2cccnc2)s1 | -6% | -2% | 6%
52 | COc1cc2cc(C(=O)N3CCc4ccccc4C3)[nH]c2cc1OC | -1% | 11% | 3%
53 | c1ccc(CNc2nc(CN3CCOCC3)nc3scc(-c4ccccc4)c23)cc1 | 1% | -3% | 0%
54 | N#Cc1nc(-c2ccc(OCc3ccc(Cl)cc3)cc2)oc1N1CCC(C(N)=O)CC1 | 5% | -13%&-4% | 1%
55 | COc1cccc(Cn2c(CNS(=O)(=O)c3ccc(Cl)s3)nc3cccnc32)c1 | · | 11% | 11%
56 | O=C(CCn1nc(-c2ccccc2)ccc1=O)N1CCCC1 | -18% | 3% | 6%
57 | O=c1oc2cc(O)ccc2c2c1CCCC2 | ? | -2% | 3%
58 | CCC(C)(C(=O)NC1CCCCC1)N(CC1CCCO1)C(=O)CNC(=O)c1ccccc1 (stereo not drawn) | 4% | -3% | -2%
59 | CC(=O)N/C(=N\c1nc(C)cc(C)n1)Nc1ccccc1Cl | -1% | 14% | ·
60 | COc1cccc(N2CCN(Cc3nnnn3C3CCCCC3)CC2)c1 | 3% | 16% | 2%
61 | Cc1cc(N2CCOCC2)nc2cc(O)ccc12 | -2% | -2% | 0%
62 | COc1cccc(-c2nn(-c3ccccc3)cc2/C=C\C(=O)c2cccs2)c1 | 5% | -7% | 1%
63 | COc1ccc(NS(=O)(=O)c2ccc3c(c2)NC(=O)CCS3)cc1Cl | 2% | -2% | 5%
64 | O=C(O)C1CCN(C(=O)Cc2ccccc2)CC1 | 14% | 0% | 8%
65 | CCCCNC(=O)C1CCCN1S(=O)(=O)c1cccc2nsnc12 (stereo not drawn) | 3% | 3% | -7%
66 | Cc1c(C)c2ccc(OCC(=O)Nc3ccccn3)c(C)c2oc1=O | -1% | 12% | 0%
67 | CC(NC(=O)c1ccc(=O)oc1)c1ccccc1 (stereo not drawn) | -1% | -2% | ·
68 | Cc1ccc(C)c(N2CCN(C(=O)Cc3cn(C)c4ccccc34)CC2)c1 | 7% | -22% | 7%
69 | COc1cc(/C=C(\C#N)c2nc3c(s2)CC(C)CC3)ccc1O (stereo not drawn) | 2% | · | 0%
70 | Cc1cccc(C(=O)NCC2CCN(C(=O)c3cccc(C)c3)CC2)c1 | -11% | -3% | 3%[56.1 µM]
71 | Cc1ccc(Oc2ccc(NC(=O)CSc3n[nH]c(N)n3)cc2)cc1 | 1% | -6% | -2%
72 | CCC(C)(C)n1nnnc1CN(Cc1cccs1)Cc1cc2cc(OC)ccc2[nH]c1=O | 8% | 2% | 5%
73 | O=C1CC(c2ccccc2)CC2=C1C(c1ccco1)n1nc(C(F)(F)F)nc1N2 (stereo not drawn) | · | -6% | 2%
74 | N#Cc1cc([N+](=O)[O-])ccc1NC(=O)COC(=O)c1cnccn1 | · | 9% | 1%
75 | Cc1ccc(C(=O)N2CCN(c3ccc(C(F)(F)F)cn3)CC2)c(C)c1 | -12% | -17% | 2%

# Later entries.
no. | Structure | N370S GC | FEN1 inh | TDP1 block
76 | COc1cc(/C=N/N=C2/NC(=O)C(CC(=O)O)S2)ccc1OCc1ccc(Cl)cc1 (stereo not drawn) | -6% | 7% | 5%
77 | O=C(COc1ccc(S(=O)(=O)N2CCCC2)cc1Cl)NC1CCCC1 | 4% | -1% | -1%
78 | COc1ccc(CCNC(=O)CCCCn2c(=O)[nH]c3ccccc3c2=O)cc1OC | 3% | 5% | 1%
79 | COCCCNC(=S)NCCNc1nc2cc(C)cc(C)c2cc1C#N | -10% | 2% | 2%
80 | CC(=O)c1ccc(Oc2cc(C(F)(F)F)cnc2C(N)=O)cc1 | -5% | -3% | 2%

# Assay outcomes as filed in PubChem.
